Assay outcomes: PubChem, several laboratories
SIAH1 antagonists: Siah-1 peptide-binding antagonists, primary screen, biochemical, fluorescence polarization, rhodamine-plectin, uHTS (AID 1817) | Siah-1 / rhodamine-plectin peptide fluorescence polarization; higher % means a stronger effect | actives 0.02% (n = 290,000) | one-dose displacement, % at 20 µM; IC50 in µM for titrated hits;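 active = displacement of at least 50% at 20 µM, with a fluorescence ratio check between 0.3 and a set limit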;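 note: plate controls were Siah plus tracer with DMSO for no effect and tracer alone without Siah for full effect; strong numbers were not always called active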
West Nile antiviral: West Nile virus antiviral activity, cell-based, CPE readout (AID 1621); actives 0.02% (n = 290,000); West Nile virus-infected cells, CPE inhibition; higher % means a stronger effect; CPE inhibition, % at 10 µM; hits with a dose series show IC50 in µM; in the data active = a potency from the dose series; inconclusive = CPE inhibition mostly from about 3.7% at the one dose, without a potency; inactive = the rest, 99 in 100 with CPE inhibition below about 2.2%; note: strong numbers were not always called active
PhoP inhibition: inhibitors of PhoP regulon expression, primary screen, Salmonella Typhimurium, GFP reporter (AID 1863). actives 0.16% (n = 300,000). inhibition, % at 50 µM, or IC50 in µM where a hit was titrated. S. Typhimurium PhoP-regulated promoter GFP reporter, 4 h; higher % means a stronger effect;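 active = inhibition over 29.93%, a cutoff 3 SD above the screen mean, later confirmed by dose response; inconclusive = inhibition over 29.93% but no dose response follow-up; inactive = inhibition at most 29.93% or unconfirmed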;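 note: 0% = low Mg2+ inducing control and 100% = high Mg2+ repressing control; strong numbers were not always called active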
An asterisk follows results filed as active; ? = inconclusive.

SMILES	SIAH1 antagonists	West Nile antiviral	PhoP inhibition
CCOC(CNc1cc(C)nc2c(-c3ccccc3OC)c(C)nn12)OCC	-3.9%	-0.8%	-1.0%
Cc1ccc(C)c(OCc2cc(C(=O)N3CCOCC3)no2)c1	-0.9%	-0.7%	1.7%
CC1CC(C)CN(S(=O)(=O)N2CCCC(C(=O)NCCc3ccccc3)C2)C1 (stereo not given)	0.4%	-0.2%	-4.8%
CC(=O)Nc1cccc(NC(=O)CSc2nc3c(c(=O)n(C)c(=O)n3C)n2C)c1	-0.7%	0.0%	4.9%
O=C(NCC1CCCO1)C1CC(=O)N(c2ccccc2)C1 (stereo not given)	2.9%	-0.1%	4.7%
CCOc1ccc(CNC(=O)Cn2ccc3cc(S(=O)(=O)N4CCCCCC4)ccc32)cc1	-1.7%	0.7%	15.7%
COCCCNC(=O)C1c2ccccc2Oc2ccccc21	-0.6%	-0.7%	1.2%
COC(=O)CCC(=O)Nc1ccc(S(=O)(=O)N2CCc3ccccc32)cc1	-0.1%	-1.1%	-4.4%
O=C(CSc1nnc(COc2ccc(Br)cc2)o1)NC1CCCCC1	2.6%	0.3%	6.2%
CC(C)CC(C(=O)Nc1cccc(O)c1)N1C(=O)c2ccccc2C1=O (stereo not given)	-0.5%	-0.1%	-0.2%
O=C(Nc1ccc2c(c1)OCCO2)C1CCCN1C(=O)Nc1ccccc1 (stereo not given)	8.1%	-0.4%	13.8%
CCOc1ccc(S(=O)(=O)N2CCCC(C(=O)N3CCOCC3)C2)cc1Cl (stereo not given)	6.1%	-0.4%	7.8%
COc1cc(NC(=O)c2cc(S(=O)(=O)N3CCc4ccccc43)cn2C)cc(OC)c1OC	-6.2%	-0.3%	-12.1%
COC(=O)CCc1cccc(CCC(=O)OC)c1	-2.5%	0.9%	-4.4%
CCOc1ccc(C(=O)Nc2nnc(S(=O)(=O)N3CCCCC3)s2)cc1	-1.2%	0.2%	-13.8%
CCOC(=O)CN1C(=O)/C(=C/c2ccc(Cl)cc2)Oc2ccccc21	1.6%	?	-3.5%
Cc1cc(C)c(OCC(=O)Nc2ccc(S(=O)(=O)N3CCOCC3)cc2)c(C)c1	3.2%	-0.3%	-3.6%
Oc1ccccc1CNCC12CC3CC(CC(C3)C1)C2	-0.7%	-0.8%	4.1%
COc1ccccc1OCCNC(=O)C1CCN(C(C)=O)CC1	2.9%	-0.1%	-4.2%
COc1ccccc1NC(=O)c1ccc2c(c1)OCO2	-0.4%	-0.1%	-4.5%
COc1ccc(C(C(=O)NCCC(C)C)N(CCO)C(=O)c2snc(C(N)=O)c2N)cc1 (stereo not given)	-0.1%	-0.6%	7.6%
CCn1c(=O)n(CC(=O)NCC2CCCO2)c(=O)c2c3c(sc21)CCCC3 (stereo not given)	10.9%	-0.3%	-7.9%
Cc1nnc(SCCC(=O)Nc2ccc(Cl)cc2)o1	0.0%	-1.0%	0.5%
CN(Cc1cccs1)C(=O)CNC(=O)c1ccco1	-5.2%	-0.4%	2.5%
O=C(c1cc(COc2ccc(F)cc2F)on1)N1CC2C[C@@H]3CC1C[C@H](C2)C3	7.1%	-0.8%	-4.1%
Continued.
SMILES	SIAH1 antagonists	West Nile antiviral	PhoP inhibition
Nc1cc(=O)[nH]c2nnc(SCC(=O)Nc3cccc4ccccc34)n12	-5.0%	0.1%	3.5%
CCNC(=S)N(CCc1c(C)[nH]c2ccc(OC)cc12)Cc1cccnc1	-4.7%	-0.1%	-1.8%
COc1ccccc1OC(C)C(=O)N1CCN(Cc2ccc3c(c2)OCO3)CC1 (stereo not given)	10.4%	-0.3%	-0.1%
O=C(Nc1c(C(=O)N2CCOCC2)cnn1-c1ccccc1)c1cccc(F)c1	-0.5%	-0.1%	5.1%
O=S(=O)(Nc1ccc(Br)cn1)c1ccc(Cl)s1	0.7%	0.7%	-9.2%
COc1ccc(NC(=O)CCc2nnc3ccc(N4CCC(C)CC4)nn23)cc1OC	-1.2%	-0.1%	1.7%
C=CCn1c(=O)c2c(nc(-n3nc(C)cc3C)n2C)n(C)c1=O	3.0%	0.1%	-5.7%
CCCN(CCC)CCNC(=O)CN1C(=O)COc2ccc(S(=O)(=O)N3CCOCC3)cc21	0.7%	-0.3%	0.4%
Cc1c(C(=O)NCCN(C)C)oc2ccc(S(=O)(=O)N3CCC4(CC3)OCCO4)cc12	0.6%	-0.5%	6.6%
COc1ccc(CN(CCN)C2CC(C)N(C)CC2C)cc1 (stereo not given)	0.0%	-0.7%	-4.7%
COc1cc(/C=C2\C(=N)N3N=C(S(C)(=O)=O)SC3=NC2=O)ccc1OS(=O)(=O)c1ccc(C)cc1	5.2%	0.8%	-3.0%
COc1ccc(OC)c(S(=O)(=O)n2c([N+](=O)[O-])cnc2C)c1	1.5%	0.3%	-0.6%
Cc1ccc(CS(=O)(=O)c2ncc(Cl)c(C(=O)Nc3nnc(C)s3)n2)cc1	3.4%	0.2%	-15.4%
COc1cc(C(=O)Nn2c(C)nc3ccccc3c2=O)cc(OC)c1OC	1.6%	2.9%	7.7%
Cc1ccccc1-c1nc(CS(=O)(=O)CC(=O)NCCN2CCCC2)c(C)o1	0.6%	-0.2%	-5.9%
COc1cc(C(=S)N2CCCCC2)ccc1OCC(=O)Nc1ccc(F)cc1	7.3%	-0.4%	-7.2%
O=C(CN(Cc1ccccc1)C(=O)c1csnn1)NCc1ccc2c(c1)OCO2	1.9%	0.3%	-5.4%
CC(=O)O[C@H]1c2ccccc2-c2ccccc2[C@@H]1OC(C)=O	2.3%	1.3%	1.2%
CC(C)COc1nc2ccccc2nc1N1CCN(C)CC1	-1.0%	0.0%	-0.4%
COc1ccc(C(=O)Nc2c(C)cc(C)cc2C)cc1OC	-6.2%	-1.1%	-4.1%
CN(C)S(=O)(=O)c1cccc(C(=O)NCC(=O)NC2CCN(Cc3ccccc3)CC2)c1	-4.5%	0.1%	-2.2%
Cc1ccc(NC(=O)Cn2cc(C=O)c3ccccc32)cc1C	8.6%	0.7%	-3.7%
O=C(Nc1ccccc1)c1cccc(C(=O)Nc2ccccc2)n1	-1.6%	-0.8%	-3.3%
COc1ccc(C(=O)NCc2c(C)oc(C)c2C(=O)O)cc1	4.7%	-0.4%	2.2%
O=C(NCc1ccccn1)c1ccc(OC2CCN(Cc3ccc(CO)o3)CC2)cc1	0.1%	-0.3%	-7.9%
(continued)
SMILES	SIAH1 antagonists	West Nile antiviral	PhoP inhibition
O=C(CN1C(=O)c2ccccc2C1=O)NC1CCCCCC1	4.4%	-0.2%	9.4%
O=C(NC1CCCC1)C1CC(O)CN1C(=O)Nc1ccccc1 (stereo not given)	-1.8%	1.5%	-3.7%
Cc1cc(=O)n2nc(N3CCCC(C(=O)NCCc4ccc(Cl)cc4)C3)sc2n1 (stereo not given)	6.4%	-0.9%	-0.4%
Cc1ccc(NC(=O)CSc2sc3c(O)cc(=O)[nH]c3c2C#N)cc1C	-2.8%	-0.7%	-6.4%
CCCCN(CC)CCCNC(=O)c1cc2cc3ccc(C)cc3nc2o1	-2.7%	?	-2.5%
Cc1noc(/C=C/c2cccnc2)c1[N+](=O)[O-]	-4.2%	0.2%	17.5%
CCN(CC)CCN1C(=O)C(=O)/C(=C(/O)c2ccc(S(=O)(=O)N3CCOCC3)cc2)C1c1ccc(C(C)(C)C)cc1 (stereo not given)	-1.6%	-0.3%	7.7%
COc1cccc(C(O)c2nc3ccccc3n2C)c1 (stereo not given)	7.6%	-0.9%	0.5%
COCCn1c(=O)[nH]c2cc(C(=O)N3CCN(c4cc(C)ccc4C)CC3)ccc2c1=O	11.5%	-0.9%	-1.6%
CCCOc1ccc(-c2c(C(=O)N/N=C/c3cccs3)nnn2-c2nonc2N)cc1	10.4%	0.1%	7.0%
COc1cccc(OC)c1C(=O)NC(=O)Nc1c(C)cccc1C	-1.2%	0.1%	7.0%
CCOC(=O)C1CCN(C(=O)C2CCCN(S(=O)(=O)c3ccc(OC)c(Cl)c3)C2)CC1 (stereo not given)	10.4%	0.2%	2.5%
Cn1c(=O)c2c(nc(SCC(=O)N3CCOCC3)n2C)n(C)c1=O	3.4%	-0.1%	9.9%
CN1CCN(C(=O)c2ccccc2[N+](=O)[O-])CC1	9.7%	-0.1%	6.2%
COc1cccc(CCC(=O)N2CCC(n3nccc3NC(=O)C3CCOC3)CC2)c1 (stereo not given)	-3.7%	0.0%	-0.4%
Cc1ccc(C)c(Cn2c3ccccc3c3cnn(CC(=O)NCCCN4CCOCC4)c(=O)c32)c1	-3.2%	0.0%	2.2%
Cc1cc(C)cc(C(N)=Nc2cccc(C#N)c2)c1	4.2%	0.9%	-0.3%
CCCCn1c(CCCNC(=O)c2ccco2)nc2ccccc21	8.6%	-1.3%	7.2%
CC(=O)c1ccc(NC(=O)CCc2ccc(C)o2)cc1	0.8%	-0.9%	3.0%
CCOC(=O)c1c(NC(=O)c2ccc(S(=O)(=O)N(C)CC3CCCO3)cc2)sc2c1CC(C)(C)NC2(C)C (stereo not given)	1.0%	1.2%	-3.1%
COc1cccc(CC(=O)NC2CCCN(Cc3ccccc3F)C2)c1 (stereo not given)	3.7%	-0.5%	-1.4%
Cc1cccc(N2CCN(C(=O)COc3ccc4ccc(=O)oc4c3)CC2)c1C	-1.4%	-0.2%	2.1%
COc1ccc(CC(C)CC(=O)Nc2ccc(OC)cc2)cc1 (stereo not given)	0.1%	-0.4%	-0.8%
CCNC(=O)CC1C(=O)N(c2ccccc2)C(=O)N1CCOC (stereo not given)	3.3%	-0.4%	-0.9%
O=C(Nc1cccc(Cl)c1)c1ccc2ncsc2c1	8.3%	-1.1%	-5.5%

Ordered by value in PhoP inhibition (largest number first): some entries from above.
SMILES	SIAH1 antagonists	West Nile antiviral	PhoP inhibition
CCOc1ccc(S(=O)(=O)N2CCCC(C(=O)N3CCOCC3)C2)cc1Cl (stereo not given)	6.1%	-0.4%	7.8%
Cc1cc(=O)n2nc(N3CCCC(C(=O)NCCc4ccc(Cl)cc4)C3)sc2n1 (stereo not given)	6.4%	-0.9%	-0.4%
Cc1ccccc1-c1nc(CS(=O)(=O)CC(=O)NCCN2CCCC2)c(C)o1	0.6%	-0.2%	-5.9%

Following part:
SMILES	SIAH1 antagonists	West Nile antiviral	PhoP inhibition
COc1ccc(O)c(/C=N/N=C/c2cccc([N+](=O)[O-])c2)c1	-4.2%	-0.3%	-6.5%
O=C(CN(c1ccccc1)S(=O)(=O)c1ccc(Cl)cc1)Nc1cccnc1	-3.7%	-1.0%	-6.2%
CCc1ccc(-c2nc(CS(=O)CC(=O)NCCc3ccccc3)c(C)o2)cc1 (stereo not given)	4.8%	-0.3%	-7.6%
COc1cccc(CN2CCNC(=O)C2CC(=O)N(C)C2CCOCC2)c1 (stereo not given)	0.4%	0.1%	-2.6%
COc1ccc(C(C)NS(=O)(=O)Cc2ccccc2)cc1 (stereo not given)	1.9%	0.6%	1.4%
CC1=CN2C(=NC(=O)CC2(C)C(=O)N(CC(=O)NC2CCCC2)Cc2ccccc2)C=C1 (stereo not given)	3.4%	0.0%	0.9%
CC(C(=O)NC1CCCCCC1)n1cc([N+](=O)[O-])cn1 (stereo not given)	4.5%	-0.1%	-3.9%
COc1ccc(C(=O)NCCc2c[nH]c3ccc(OC)cc23)cc1	0.3%	-0.3%	-5.0%
Cn1cnnc1SCC(=O)Nc1ccc(S(N)(=O)=O)cc1	2.7%	-0.3%	4.4%
O=C(O)CCC(=O)N1N=C(c2ccc(Br)cc2)CC1c1cccc(Br)c1 (stereo not given)	1.2%	-0.9%	-2.4%
COc1cccc(CNC(=O)CN(C)S(=O)(=O)c2ccc3c(c2)CC(C)N3C(C)=O)c1 (stereo not given)	2.8%	-0.4%	-0.5%
O=S1(=O)CCC(NC2CCCC2)C1 (stereo not given)	-0.7%	0.3%	-3.8%
CCOc1ccc(CCNC(=O)CCn2ccc3cc(S(=O)(=O)N4CCCC4)ccc32)cc1	3.4%	-0.2%	4.3%
CCOC(=O)c1c(C)[nH]c(C(=O)N(C)Cc2cccc(OC)c2OC)c1C	-1.6%	-1.0%	-3.7%
Fc1cccc(Cl)c1COc1ccc(-c2nnco2)cc1	-1.2%	0.5%	-7.2%
CCCn1c(N)c(N(CCOC)C(=O)c2ccc(F)cc2F)c(=O)[nH]c1=O	-3.3%	-0.5%	2.7%
Cc1ccc(N2CC(C(=O)N3CCC(C(=O)NC(C)(C)C)CC3)CC2=O)cc1 (stereo not given)	0.5%	0.1%	6.2%
Nc1nc2c(nc(SCc3ccccc3Br)n2[C@@H]2O[C@H](CO)[C@@H](O)[C@H]2O)c(=O)[nH]1	-2.7%	-0.1%	1.5%
COc1cc(-c2nnc3n2CCCCC3)cc(OC)c1OC	10.6%	-0.3%	1.6%
Cc1cnc(C(=O)OCc2csc(CC(=O)Nc3ccccc3C)n2)cn1	-4.4%	0.1%	12.7%
COc1cc(C(=O)NCCOc2cc(C)ccc2C(C)C)cc(OC)c1OC	2.0%	-1.0%	-6.4%
CC(C)c1ccc(NC2CCCN(C(=O)CCN3Cc4ccccc4C3=O)C2)cc1 (stereo not given)	-4.3%	-0.1%	-5.2%
CCn1c(CCNS(=O)(=O)c2ccccc2Br)nnc1SC	-2.7%	0.0%	5.2%
Cc1ccc(NC(=O)C2CCN(S(=O)(=O)c3ccc(N4CCCC4=O)cc3)CC2)cc1Cl	3.5%	0.6%	-9.8%

A portion of the library, so the mix of outcomes need not match the whole.
